Screening results (PubChem)
PERK inh – human PERK inhibition, primary cell-based screen; AID 1416; hit rate 0.17% among 220,000; Q9NZJ5; inhibition, % at 5.6 µM; CHO PERK-DD fusion, SEAP luminescence translation reporter;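 active = inhibition above the mean inhibition of all tested compounds plus 3 SD, set separately per screening campaign, cut at about 2.9% in these data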;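 also: PERK kinase domain activated by AP20187 dimerizer at 100 nM; 0% = DMSO with dimerizer and 100% = rapamycin at 8.4 µM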
Mdm2 ligase inh – blocks human Mdm2 ubiquitin ligase activity; Q00987; cell-based MDM2 ubiquitination luciferase reporter, 2 h; 0 = plate control, 100 = twice control, blank-subtracted; signal enhancement, % at 5 µM; hit rate 0.11% among 210,000;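 active = signal enhancement of 30% or more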;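 also: luminescence tracks abundance of the self-degrading MDM2-luciferase fusion protein; higher signal means inhibition of MDM2 E3 ligase activity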
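Material: stable MDM2–luciferase fusion reporter cells / Quantity: 2000 cells/well / Dosing: single 5 µM compound dose, 0.2% final DMSO / Buffer or medium: DMEM / Schedule: 4 h cell settling then 2 h compound exposure, 37 °C / Detection: luminescence with SteadyLite reagent, 15 min at room temperature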
eIF4E-4G inh – eIF4E/eIF4G interaction inhibition in translation initiation. TR-FRET eIF4E-eIF4GI(517-606) binding, 2 h. AID 782. hit rate 0.37% among 220,000. inhibition, % at 21.7 µM;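 active = inhibition above about 30%, limit read from the data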;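 also: 0% = full FRET control wells and 100% = background wells lacking eIF4GI fragment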
S1P4 ag – agonists of human S1P4 receptor; O95977; S1P4-expressing cell line, agonist reporter assay; activation, % at 4.98 µM; hit rate 0.35% among 220,000; in the data active = activation above about 11%;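 also: 0% = DMSO vehicle and 100% = reference agonist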
Target sequence (O95977 whole entry, looked up): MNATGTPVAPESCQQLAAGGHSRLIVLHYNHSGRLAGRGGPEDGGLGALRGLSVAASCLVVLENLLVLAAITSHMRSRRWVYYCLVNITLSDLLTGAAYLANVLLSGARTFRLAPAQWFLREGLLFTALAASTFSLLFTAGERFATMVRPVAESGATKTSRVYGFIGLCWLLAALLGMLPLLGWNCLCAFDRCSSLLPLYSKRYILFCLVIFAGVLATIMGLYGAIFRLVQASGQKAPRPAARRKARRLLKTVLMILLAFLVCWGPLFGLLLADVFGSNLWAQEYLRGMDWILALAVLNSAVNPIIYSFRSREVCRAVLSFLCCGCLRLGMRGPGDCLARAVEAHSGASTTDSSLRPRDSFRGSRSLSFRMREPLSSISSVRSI
Ba/F3 V617F tox – reduce viability of Ba/F3 cells dependent on JAK2V617F; Ba/F3 EpoR-JAK2V617F viability, ATP luminescence; inhibition, % at 5.6 µM; hit rate 1.1% among 220,000; AID 1446;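 active = inhibition above the campaign mean plus 3 SD over all tested compounds, cut at about 24% in these data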;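 also: cytokine-independent growth of Ba/F3 cells driven by EpoR plus mutant JAK2; 0% = DMSO-treated cells and 100% = JAK inhibitor I control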
S1P4 antagonist – blocks the human S1P4 receptor | AID 1510 | inhibition, % at 4.98 µM | O95977 | hit rate 0.26% among 220,000 | S1P4-expressing cells, antagonist mode, reporter read-out; in the data active = inhibition above about 29%;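 also: 0% = wells stimulated with agonist and 100% = vehicle wells without agonist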
Wee1 degr inh – inhibitors of human Wee1 degradation; P30291; HeLa Luc-Wee1K328M stability, luciferase luminescence; 100% = proteasome inhibitor MG132 effect; reporter increase, % at 5 µM; hit rate 1.2% among 220,000; AID 1321;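 active = activation above the mean of all tested compounds plus 3 SD, set per screening run, cut at about 8.8% in these data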;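 also: cells exposed to compound for 20 h before luminescence read; 0% = DMSO alone and 100% = MG132 at 30 µM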
Target sequence (P30291 whole entry K328M): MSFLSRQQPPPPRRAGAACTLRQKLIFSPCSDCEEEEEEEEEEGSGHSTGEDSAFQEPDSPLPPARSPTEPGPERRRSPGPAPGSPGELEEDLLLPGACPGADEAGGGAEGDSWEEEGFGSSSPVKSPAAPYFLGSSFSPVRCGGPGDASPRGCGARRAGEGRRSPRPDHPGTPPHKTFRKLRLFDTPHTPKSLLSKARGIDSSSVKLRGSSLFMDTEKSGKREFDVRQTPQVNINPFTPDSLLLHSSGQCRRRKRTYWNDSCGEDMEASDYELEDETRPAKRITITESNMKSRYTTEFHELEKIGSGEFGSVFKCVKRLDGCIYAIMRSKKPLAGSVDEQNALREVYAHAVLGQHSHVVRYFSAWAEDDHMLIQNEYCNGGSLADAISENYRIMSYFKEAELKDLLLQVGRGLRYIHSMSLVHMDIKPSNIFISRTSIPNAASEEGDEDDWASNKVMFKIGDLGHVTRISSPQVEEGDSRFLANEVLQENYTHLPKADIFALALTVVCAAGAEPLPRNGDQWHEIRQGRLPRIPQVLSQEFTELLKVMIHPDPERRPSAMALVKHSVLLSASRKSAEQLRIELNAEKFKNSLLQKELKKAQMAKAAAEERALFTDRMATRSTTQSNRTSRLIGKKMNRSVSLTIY
BaF3 tox – counter-screen for JAK2V617F inhibitors: parental Ba/F3 viability inhibitors. CellTiter-Glo ATP luminescence. inhibition, % at 5.6 µM. hit rate 1.1% among 220,000. AID 1486;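 active = inhibition above a per-campaign cutoff, the mean inhibition of all tested compounds plus 3 SD, cut at about 27% in these data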;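 also: 0% = DMSO wells and 100% = JAK Inhibitor I control wells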
NPY2 pot ag – potentiators or agonists of human neuropeptide Y receptor Y2. activation, % at 3.6 µM. hit rate 0.45% among 220,000. P49146. AID 1359. cells expressing NPY-Y2, potentiator/agonist read-out; in the data active = activation above about 27%;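 also: cells stimulated with NPY near EC25 plus isoproterenol at EC100; 0% = vehicle plus submaximal agonist and 100% = vehicle plus saturating agonist; some results beyond the cut were filed as inactive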
* hit, by the source's call; nt = no result given; [ ] = remark or other dose.

canonical_smiles,PERK inh,Mdm2 ligase inh,eIF4E-4G inh,S1P4 ag,Ba/F3 V617F tox,S1P4 antagonist,Wee1 degr inh,BaF3 tox,NPY2 pot ag
CC[N+](CC)(CC#Cc1ccccc1)CC#Cc1ccccc1,0.5,-19,-1,-0.7,89*,13,2,67*,-41
COc1ccc(OC)c(NS(=O)(=O)c2ccc(NC(=O)C3COc4ccccc4O3)cc2)c1 (stereo not drawn),-1.4,-16,-1,-1.1,2,-3,0,5,11
CC(=O)NC1(c2ccc(F)cc2)CCN(C(=O)c2c(F)cccc2F)CC1,0.9,-7,4,1.7,-4,5,3,2,7
CSc1nnc(C(C)(C)C)c(=O)n1/N=C/c1ccccc1,1.1,-6,1,0.3,-2,-10,1,-2,17
Cc1cccn2cc(CNC(=O)C3CCCCC3)nc12,-0.6,-11,-2,1.7,2,-14,0,5,0
COc1ccc(C(=O)Nc2ccc(C(=O)OCC(=O)c3ccccc3)cc2)cc1,1.0,-8,-29,2.8,0,-3,2,2,-2
COc1cc(CNc2ccc(C)c(C)c2)cc(OC)c1OC,-0.4,-9,5,0.6,0,-20,1,-1,-5
CCCCNC(=S)NNC(=O)c1ccncc1,1.5,5,-6,2.0,-1,-1,-2,2,11
C[C@H](CO)NC(=O)[C@H](C)[C@@H]1C[C@@]1(C)[C@@H](NC(=O)OCc1ccccc1)c1ccccc1,0.2,nt,0,1.0,-4,11,2,4,9
CN(CC(O)Cn1cnc2c1c(=O)n(C)c(=O)n2C)c1ccccc1 (stereo not drawn),-0.3,-1,1,2.0,1,-16,0,0,3
Cc1cccc(OCc2nc(C)cc(=O)[nH]2)c1,1.6,-18,3,-1.1,1,-7,1,5,1
N#C/C(=C/c1ccc(Br)o1)C(N)=S,2.4,-8,-2,0.9,0,-3,2,-2,-8
CCc1ccc2oc(-c3ccc(OC)cc3)cc(=Nc3c(C)n(C)n(-c4ccccc4)c3=O)c2c1,0.7,3,7,0.0,3,-1,8,3,0
COc1ccc(Cn2c(CCC(=O)Nc3ccccc3OC)nc3cccnc32)cc1,1.2,-2,-1,-0.4,1,1,0,5,1
Fc1ccc(Cn2ccc(-c3cnc(-c4ccccc4)s3)n2)cc1,-1.1,-16,4,-4.0,-2,6,2,3,1
CC(=O)Nc1ccc(NC(=O)CCCSc2nc3ccccc3[nH]2)cc1,1.4,nt,-1,0.2,0,4,0,-8,-10
Cc1cccc(NC(=S)N(Cc2ccc(Cl)cc2)Cc2ccc(C(=O)O)cc2)c1,1.1,-6,-2,0.9,2,-11,-2,3,0
Cc1ccccc1CSc1nnc(-c2ccccn2)n1N,-0.7,-2,-1,-0.3,5,2,5,3,-8
O=c1cc(-c2ccccc2)nc(SCc2ccccc2)[nH]1,0.8,9,-18,0.6,-2,-17,-1,-1,2
CCNC(=O)COC(=O)CNC(=O)c1cc(Cl)cc([N+](=O)[O-])c1,0.8,-4,1,0.3,-3,-30,0,2,1
COc1ccc(/C=C/C(=O)Nc2cccnc2)cc1OC,1.3,-3,1,2.7,1,-9,2,9,-3
CC(C)CC(=O)NCCCN1CCN(CCCNC(=O)CC(C)C)CC1,1.2,-2,6,0.0,-1,19,1,6,0
Cc1ccc(C)c(N2CCN(C(=O)c3cc4sccc4n3C)CC2)c1,-1.3,-5,-7,-0.4,-1,3,1,4,5
O=C(Nc1ccc(C(=O)O)cc1)/C(=C\c1ccc2c(c1)OCO2)NC(=O)c1ccc(Br)cc1,0.7,-26,4,1.6,-1,-10,6,3,3

The last two records of the part above open the next one.
canonical_smiles,PERK inh,Mdm2 ligase inh,eIF4E-4G inh,S1P4 ag,Ba/F3 V617F tox,S1P4 antagonist,Wee1 degr inh,BaF3 tox,NPY2 pot ag
Cc1ccc(C)c(N2CCN(C(=O)c3cc4sccc4n3C)CC2)c1,-1.3,-5,-7,-0.4,-1,3,1,4,5
O=C(Nc1ccc(C(=O)O)cc1)/C(=C\c1ccc2c(c1)OCO2)NC(=O)c1ccc(Br)cc1,0.7,-26,4,1.6,-1,-10,6,3,3
Nc1o[nH]c(=O)c1Cc1ccccc1,0.2,nt,-9,-1.2,-5,-12,0,-5,1
O=C(CNc1ccc(Br)cc1)NNC1=NCCC1,1.1,3,-5,1.6,-2,0,-2,2,8
Cc1ccc(C(O)c2nccn2C)o1 (stereo not drawn),0.0,-55,3,1.8,1,-21,-1,-1,-2
COc1c(C)cc(C(=O)C2CCCN(C(=O)c3ccoc3)C2)cc1C (stereo not drawn),1.4,-11,-1,-0.2,-2,-15,1,-2,-3
Cc1cccc(OCC(=O)Nc2nnc(-c3ccco3)s2)c1,1.8,-28,2,-1.6,-3,-14,-2,3,-3
Cc1cccc(NC(=O)CSc2nnc(-c3ccncc3)n2C)c1,-0.7,-11,-9,-0.2,3,-9,-2,7,0
Nc1c(-c2ccccc2)c(CSc2nc3ccccc3[nH]2)nn1-c1cccc(Cl)c1,-1.0,-10,-23[fluorescence artefact?],-0.1,3,-25,-1,8,32*
NC(=O)c1nn(-c2ccc(Cl)cc2Cl)c(=O)cc1O,-0.1,-6,2,0.5,4,-15,-2,6,-4
C/C(=C\c1ccco1)CN1CCN(Cc2ccc(C)o2)C(CCO)C1 (stereo not drawn),0.3,-7,-4,-2.5,1,5,0,4,-5
Cc1ccc2n(n1)c(=O)c(Cc1ccccc1)c([O-])[n+]2-c1ccccc1,-0.3,-4,3,0.0,3,-4,0,5,-10
CCN(Cc1ccncc1)C(=O)c1ccccc1NS(=O)(=O)c1ccc(F)cc1,0.6,2,1,0.3,0,6,4,3,8
CCOC(=O)c1[nH]ncc1CN1CCC(Cc2ccccc2)(C(=O)OCC)CC1,-0.2,-2,-4,-0.1,-2,2,-1,-1,-4
Cc1nn(C)c(C)c1S(=O)(=O)N(CC(=O)NCCCOC(C)C)c1ccc(C(C)C)cc1,-0.7,0,0[fluorescence artefact?],0.7,3,-10,-2,9,8
C=CCn1c(SCc2ccc(C(=O)Nc3ccccc3)cc2)nnc1-c1ccccc1,-0.7,-36,-2,0.3,4,-15,2,-1,5
Cc1ccccc1-c1ccc(=O)n(CC(=O)Nc2ccc(-n3cnnn3)cc2)n1,0.5,nt,1,0.5,3,-1,1,-6,-39
CCc1ccc(C2C3=C(CCCC3=O)OC3=C2C(=O)CCC3)cc1,-0.7,11,7[fluorescence artefact?],0.8,-1,5,2,4,-4
Cc1cc2ccccc2nc1SCC(=O)N1CCCC1,-0.2,-6,2,0.6,6,-11,-1,11,-2
O=C1c2ccccc2C(Nc2cccnc2)N1Cc1ccc2c(c1)OCO2 (stereo not drawn),-0.2,-6,3,0.6,-4,5,-1,2,-4
Cc1ccc(C)c2c1cc(C)c1nnc(SCC(=O)NCc3ccc4c(c3)OCO4)n12,-1.1,-8,-3,0.7,0,-5,-3,8,0
O=C(O)c1ccc(CN2CCCCC2)o1,0.9,3,1[fluorescence artefact?],-0.1,-2,-3,-2,4,4
O=C(NCc1ccco1)C1CC(c2ccc(F)cc2)=NO1 (stereo not drawn),0.5,-2,-8,0.2,-1,-10,1,-4,8
O=C(Cc1ccccc1)Nc1ccc(N2CCCCC2)cc1,0.3,-26,17,-0.6,1,4,3,-4,8
COc1ccc2cc(-c3[nH]ncc3CN3CCCC3c3nonc3C)ccc2c1 (stereo not drawn),0.4,-3,-1,0.2,-1,-7,6,12,-4
CN1CCN(C(=O)C2=C[C@H](C(C)(C)C)C[C@H](OCCCCO)O2)CC1,0.9,nt,-4,-0.3,-8,-6,4,4,-4
CCCCNC(=O)c1ccc(S(=O)(=O)c2ccc(Cl)cc2)c(NC(C)=O)c1,0.5,-1,4,-1.8,-1,-12,1,1,13
CCn1c(SCC(=O)Nc2ccc(Cl)cc2)nc2nc3c(cc2c1=O)CCCC3,-0.8,-13,3,-0.6,2,-18,-1,5,-11
COCCSc1ccccc1C(=O)Nc1ccncc1,0.6,4,5,2.5,-1,-30,-1,4,-17
CCOc1ccc(Nc2nc(Cc3nnc(SCC(N)=O)o3)cs2)cc1,-0.4,-15,3,1.9,1,-24,3,6,2
Cc1cn(C(=O)CN2C(=O)c3ccccc3C2=O)c(C)n1,0.0,8,3,-0.2,2,-19,0,2,0
N#CC1=C(N)N(c2ccccc2)C2=C(C(=O)CCC2)C1c1cccs1 (stereo not drawn),0.1,-8,-9,-3.0,3,-3,7,7,-2
COc1cc(/C=N/NC(=O)c2cccnc2)ccc1OCC(=O)Nc1ccc(C)cc1,0.5,-4,-4,2.1,-2,-16,1,3,18
O=c1cc(O)nc(SCc2ccccc2Cl)[nH]1,0.5,-13,-12,1.2,0,-4,2,4,10
COc1ccc(/C=C/c2nc(C)c(-c3ccccc3)c(=O)[nH]2)cc1OC,1.0,-10,-1[fluorescence artefact?],0.4,-2,-4,1,2,8
CCOc1ccc(N=C2NC(=O)S/C2=C\c2ccc(N(C)C)cc2)cc1,0.7,-19,-1,-1.6,3,-5,1,-3,-9
C=CCn1c(N)c(C(=O)OCC(C)C)c2nc3ccccc3nc21,-0.1,-21,13[fluorescence artefact?],-1.7,-3,8,-3,7,-7
COc1ccc(/C=N/NC(=O)COc2ccc3ccccc3c2)c(C(=O)O)c1OC,0.4,nt,1,-0.9,2,2,5,4,14
Cc1ccc(/C=C2/SC(=S)N(CCCC(=O)Nc3ccc(O)cc3)C2=O)cc1,1.5,-1,2,-0.6,1,-2,1,-2,-2
O=C(CN(CCN1CCOCC1)C(=O)Cn1nnc(-c2ccc(F)cc2)n1)NC1CCCCC1,-0.5,2,-2,-0.3,0,-6,0,1,-19
O=C(NCCN1CCOCC1)c1ccc2c(c1)N(Cc1c(F)cccc1Cl)C(=O)c1ccccc1S2,-0.1,-13,4,0.2,4,-9,-2,8,20
O=C1CN(C(=O)c2ccccn2)c2ccccc2N1,1.0,-10,-2[fluorescence artefact?],0.5,-2,-13,-3,2,4
O=c1cc(CSc2ccc(S(=O)(=O)N3CCCCC3)cn2)nc2sccn12,-0.3,-8,2,1.8,2,-8,-2,2,12
COc1ccc(S(=O)(=O)N(C)C)cc1NC(=O)CSc1nncs1,1.2,-4,2,0.6,-1,16,-1,0,5
Cc1c(C(=O)NCc2cccnc2)oc2ccc(S(=O)(=O)N3CCCCCC3)cc12,-0.6,2,-1,0.1,0,-9,-1,5,1
O=C(NC1CC1)c1cc2c(s1)CS(=O)(=O)C2,2.2,-3,1,1.9,-2,-12,-3,1,-14
Cc1cc(C)cc(-n2c(C)c3c(C)nnc(C)c3c2C)c1,0.1,-7,4,3.0,0,-3,3,6,-8
CC1CCCCN1CCNC(=O)CC1Oc2ccccc2NC1=O (stereo not drawn),1.0,-3,7,-0.8,-2,-7,-2,4,8
O=C(CSc1nc(N2CCCCC2)nc(N2CCCCC2)n1)N1CCN(c2ccccc2)CC1,0.0,nt,-7[fluorescence artefact?],-0.9,3,-13,0,7,1
CC1SCCN1S(=O)(=O)c1ccc2ccccc2c1 (stereo not drawn),0.5,15,-1,-0.4,0,-12,-3,1,12
Clc1ccc(-c2nc(/C=N/N3CCOCC3)c3ccccn23)cc1,1.2,-1,12,-0.4,1,-3,6,6,7
